SNCA viab count: GF-AFC viability counterscreen for inhibitors of alpha-synuclein gene (SNCA) expression. HEK-293-SNCA-luc viability, GF-AFC fluorescence, 24 h. Potency, µM (highest dose often 57.1 µM), inactives show at the top dose activity change, negative = cytotoxicity, most hits filed as cytotoxic. 150,000 tested, 0.12% active;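 note: potency is the fitted concentration of half-maximal effect; 0% = DMSO-treated cells and -100% = medium-only wells without cells; nearly all actives have a fitted effect of over 30% in size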
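Cytotoxicity counterscreen: after 24 h compound treatment of genome-edited SNCA-luciferase HEK-293 cells, live-cell protease substrate GF-AFC read by fluorescence after 30 min; activity scaled between DMSO (0%) and medium-only (-100%), curves Hill-fitted.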
HEK cytotox: Cytotoxic Profiling in HEK 293 Cell Line of Diverse Libraries Using Quantitative High-Throughput Screening | HEK 293 viability, ATP luminescence (CellTiter-Glo), 48-72 h | Potency, µM (top dose mostly 115 µM), without a hit: top-dose activity change, negative = cytotoxicity, hits mostly inhibitors | 94,000 tested, 6.6% active | AID 1345083, 2018; note: potency is the fitted concentration of half-maximal effect; nearly all actives have a fitted effect of over 60% in size
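HEK 293 cells at 250 cells/well were exposed to compounds by pintool transfer for 48 or 72 hr at 37 degree Celsius, 5% CO2. Viability was read as ATP-coupled luminescence with CellTiter-Glo after 10 min at room temperature.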
Luciferase inh: Firefly luciferase inhibition profiling of diverse chemical library using quantitative high-throughput screening; purified P. pyralis luciferase, luminescence, biochemical; Potency, µM (doses to about 115 µM), inactives show top-dose activity change, negative = inhibition, actives largely listed as inhibitors; 76,000 tested, 2.5% active; note: potency is the fitted concentration of half-maximal effect; nearly all actives have a fitted effect of over 65% in size
Target sequence (P08659 whole entry, looked up): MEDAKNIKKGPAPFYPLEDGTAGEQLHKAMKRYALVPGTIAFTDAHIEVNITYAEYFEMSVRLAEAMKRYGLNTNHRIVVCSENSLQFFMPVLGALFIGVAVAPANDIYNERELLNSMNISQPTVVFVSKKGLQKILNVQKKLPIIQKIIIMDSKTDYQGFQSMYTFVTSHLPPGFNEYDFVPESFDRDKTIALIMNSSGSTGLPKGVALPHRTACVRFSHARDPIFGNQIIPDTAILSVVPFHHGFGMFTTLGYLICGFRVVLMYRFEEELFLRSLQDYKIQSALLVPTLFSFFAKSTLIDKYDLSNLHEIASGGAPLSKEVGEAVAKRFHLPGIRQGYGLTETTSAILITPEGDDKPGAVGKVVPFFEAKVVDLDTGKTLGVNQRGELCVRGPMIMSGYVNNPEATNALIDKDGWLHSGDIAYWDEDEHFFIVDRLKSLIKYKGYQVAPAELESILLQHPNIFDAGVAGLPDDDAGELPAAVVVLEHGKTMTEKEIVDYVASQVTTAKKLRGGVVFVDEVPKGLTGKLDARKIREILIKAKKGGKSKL
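Luminescence read by CCD imager after adding enzyme (10nM final) to wells holding compound, titrated in qHTS. Substrates 10uM each D-luciferin and ATP; buffer 50mM Tris acetate pH 7.5, 10mM Mg acetate, Tween-20, BSA.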
SNCA expr inh: Primary qHTS assay for inhibitors of alpha-synuclein gene (SNCA) expression; 140,000 tested, 0.17% active; HEK-293 SNCA-luciferase knock-in, luminescence, 24 h; Potency, µM (top dose mostly 57.2 µM), for inactives: at the highest dose activity change, negative = inhibition, usual class: inhibitors; AID 1671194, 2021;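 note: potency is the fitted concentration of half-maximal effect; plate controls were DMSO cells for no effect and cell-free wells for full effect; nearly all actives have a fitted effect of over 45% in size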
GPT2 inh: Primary qHTS assay for inhibitors of Glutamate pyruvate transaminase 2 (GPT2); Alanine aminotransferase 2 (Homo sapiens), Q8TD30; Recombinant GPT2, coupled pyruvate oxidase/HRP Amplex Red fluorescence; Potency, µM (highest dose often 57.7 µM), without a hit: top-dose activity change, negative = inhibition, hits mostly inhibitors; 100,000 tested, 0.25% active; AID 1671188, 2021; note: potency is the fitted concentration of half-maximal effect; nearly all actives have a fitted effect of over 60% in size; many of its hits are not listed in these tables
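Fluorescence of coupled pyruvate oxidase/HRP/Amplex Red system (50uM Amplex, 30 min, dark) reports pyruvate formed by GPT2. Enzyme reaction: 10ng/uL GPT2, 2mM L-alanine, 250uM a-KG, 30 min room temperature, pH 7.5; 50uM AOA control.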
3T3 cytotox: Cytotoxic Profiling in NIH 3T3 Cell Line of Diverse Libraries Using Quantitative High-Throughput Screening | NIH 3T3 viability, CellTiter-Glo ATP luminescence, 48-72 h | Potency, µM (titrated, usually from 96.7 µM), for the others: at the top dose activity change, negative = cytotoxicity, actives largely listed as inhibitors | 94,000 tested, 4.3% active; note: potency is the fitted concentration of half-maximal effect; nearly all actives have a fitted effect of over 55% in size
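Cytotoxicity is measured as loss of cellular ATP: NIH 3T3 cells (400/well) are exposed to compound for 48 or 72 hr at 37 °C, then CellTiter-Glo luminescence is imaged after 10 min at room temperature.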
IP6K1 inh: Primary qHTS assay for small molecule inhibitors of Inositol hexaphosphate kinase 1 (IP6K1) | IP6K1 kinase, ADP-Glo luminescence, 2 h; stronger effect = lower value | activity change, % (series mostly up to about 58 µM) | 140,000 tested, 0.81% active | AID 1645851, 2021; in the data active = activity change below about -25%
Target sequence (Q92551 whole entry, looked up): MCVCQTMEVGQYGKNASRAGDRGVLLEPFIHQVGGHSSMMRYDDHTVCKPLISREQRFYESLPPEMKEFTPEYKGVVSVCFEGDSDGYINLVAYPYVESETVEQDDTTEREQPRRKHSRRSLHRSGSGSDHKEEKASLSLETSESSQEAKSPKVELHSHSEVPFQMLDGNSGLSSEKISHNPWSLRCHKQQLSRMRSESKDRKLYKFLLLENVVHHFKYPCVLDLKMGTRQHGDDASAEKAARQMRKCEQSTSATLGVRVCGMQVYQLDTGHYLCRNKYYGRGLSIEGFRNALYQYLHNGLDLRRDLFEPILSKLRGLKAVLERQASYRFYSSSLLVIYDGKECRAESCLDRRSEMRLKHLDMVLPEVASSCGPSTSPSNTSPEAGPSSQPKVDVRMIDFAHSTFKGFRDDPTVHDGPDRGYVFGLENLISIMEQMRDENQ
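ADP-Glo luminescence measures ADP made by human IP6K1 during a 2 h RT reaction with ATP/IP6 (mix at 1.3 mM/130 uM); top library doses 57.5 and 19.1 uM final.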
An asterisk follows results filed as active; [ ] = another dose, or the depositor's remark. Unless noted, calls come from the whole dose curve; as a rule, active = well fitted curve in the direction sought with a large enough effect; inconclusive = small, poorly fitted or top-dose-only effect, or another doubt; inactive = no such curve, though single readings can be large; an effect the other way counts as inactive or inconclusive. Unless noted, % is set by controls: 0 for no effect and ±100 for the full control effect. The list is partial; the hit share may differ from the screen's.

How did COc1ccc(NC(=O)N2CCCC(c3noc(COc4ccccc4)n3)C2)c(C)c1 (centres undefined) do in these assays?
SNCA viab count: -29.5%; HEK cytotox: inconclusive; Luciferase inh: 0.0%; SNCA expr inh: 0.6%; GPT2 inh: inconclusive; 3T3 cytotox: -52.3%; IP6K1 inh: -9.8

Results for Cc1cccc(-n2nc(-c3c(C)nc4scc(CC(=O)NC(C)C(C)C)n4c3=O)cc2C)c1 (centres undefined) ?
SNCA viab count: 5.5%; HEK cytotox: -25.8%; Luciferase inh: 0.0%; SNCA expr inh: 4.3%; GPT2 inh: inactive; 3T3 cytotox: -13.3%; IP6K1 inh: -8.3

Results for O=C(NCCC1CCN(C(=O)Nc2ccccc2F)CC1)c1ccccc1 ?
SNCA viab count: 3.2%; HEK cytotox: -21.1%; Luciferase inh: -12.7%; SNCA expr inh: 0.7%; GPT2 inh: inactive; 3T3 cytotox: -13.8%; IP6K1 inh: -13.9

Results for CCNC(=O)N1CCCC(Cc2ncc(C)n2C(C)C)C1 (centres undefined) ?
SNCA viab count: 6.3%; HEK cytotox: inactive; Luciferase inh: 5.7%; SNCA expr inh: 13.0%; GPT2 inh: -9.7%; 3T3 cytotox: -15.0%; IP6K1 inh: -9.4

What do the screens show for `Cc1cc(C)cc(-n2c(-c3ccccc3)c(C)n3c4c(=O)n(C)c(=O)n(C)c4nc23)c1`?
SNCA viab count: 1.8%; SNCA expr inh: -14.9%; IP6K1 inh: 35.9

How did O=C(Cn1c(=O)c2c(n1Cc1ccccc1)CN(Cc1ccccc1)CC2)NCc1cccc(Cl)c1 do in these assays?
SNCA viab count: -10.2%; HEK cytotox: inconclusive; Luciferase inh: -5.8%; SNCA expr inh: -26.9%; GPT2 inh: -6.8%; 3T3 cytotox: inconclusive; IP6K1 inh: 12.2

Results for CCc1ccc(NC(=O)c2ccc3oc(=O)n(Cc4ccccc4)c3c2)cc1 ?
SNCA viab count: 2.4%; SNCA expr inh: inconclusive; IP6K1 inh: -19.3

How did c1ccc(N2CCN(Cc3cc(CC4(NC5CCOCC5)COC4)no3)CC2)cc1 do in these assays?
SNCA viab count: 0.0%[87.6 µM]; HEK cytotox: -0.5%[172 µM]; Luciferase inh: -4.7%[172 µM]; SNCA expr inh: 7.7%[87.6 µM]; GPT2 inh: -1.9%[88.5 µM]; 3T3 cytotox: -0.5%[138 µM]; IP6K1 inh: 15.7

What do the screens show for `O=C(NCC1CC1)C1CCc2nnc(C3CC3)n21` (centres undefined)?
SNCA viab count: 0.2%[12.5 µM]; HEK cytotox: -7.5%[172 µM]; SNCA expr inh: 5.9%[87.6 µM]; GPT2 inh: inactive; 3T3 cytotox: inactive; IP6K1 inh: 5.1

Results for Cc1ccccc1-c1cc2c(ccn2C)c(C(=O)NCCc2cnc[nH]2)n1 ?
SNCA viab count: -17.3%[87.6 µM]; HEK cytotox: inconclusive; Luciferase inh: 1.4%[172 µM]; SNCA expr inh: 30.2%[activator][87.6 µM]; GPT2 inh: -18.1%[88.5 µM]; 3T3 cytotox: inconclusive; IP6K1 inh: 8.7

What do the screens show for `COc1ccccc1NC(=O)N1CCCC(Cn2c(C3CC3)nc3cccnc32)C1` (centres undefined)?
SNCA viab count: 10.2%; HEK cytotox: 2.6%; Luciferase inh: -7.0%; SNCA expr inh: 48.6%[activator]; GPT2 inh: -7.3%; 3T3 cytotox: -2.1%; IP6K1 inh: 9.3

How did Cc1ccc(C)c(N2CCN(CCCNC(=O)c3ccc4nc(CCc5ccccc5)oc4c3)CC2)c1 do in these assays?
SNCA viab count: 8.3%; SNCA expr inh: 49.0%[activator]; IP6K1 inh: 31.1

How did COCc1cc(CC2(NCc3ccccc3F)COC2)no1 do in these assays?
SNCA viab count: 5.8%[87.6 µM]; HEK cytotox: inactive; Luciferase inh: 9.3%[172 µM]; SNCA expr inh: 3.1%[87.6 µM]; GPT2 inh: inactive; 3T3 cytotox: inactive; IP6K1 inh: -7.5

How did CCOc1ccc(Sc2cc(C(=O)NCc3ccccc3Cl)c3ccccc3n2)cc1 do in these assays?
SNCA viab count: 2.9%; SNCA expr inh: 14.6%; IP6K1 inh: -8.0

Results for COc1cc(-c2noc(-c3ccc(N4CCCC4)c([N+](=O)[O-])c3)n2)cc(OC)c1OC ?
SNCA viab count: 0.1%; SNCA expr inh: 19.0%; IP6K1 inh: 0.8

How did CCOc1ccccc1C1NC(=O)N(CC(=O)Nc2ccc(F)cc2F)C2=C1C(=O)OC2 (centres undefined) do in these assays?
SNCA viab count: 4.3%; HEK cytotox: -18.6%; Luciferase inh: 9.0%; SNCA expr inh: -0.3%; GPT2 inh: inactive; 3T3 cytotox: -4.5%; IP6K1 inh: -4.7

Results for CCN1CC2(CCN(C(=O)c3ccc(NS(=O)(=O)CC)cc3)CC2)CC1=O ?
SNCA viab count: 5.6%; HEK cytotox: inactive; Luciferase inh: -3.6%; SNCA expr inh: -21.0%; GPT2 inh: -35.7%; 3T3 cytotox: 2.3%; IP6K1 inh: -2.9

What do the screens show for `CC(CNC(=O)CCCn1c(=O)c2cccn2c2cccnc21)c1ccccc1` (centres undefined)?
SNCA viab count: 5.8%; SNCA expr inh: -17.1%; IP6K1 inh: -4.0

What do the screens show for `Cc1ccc(C)c(N2CCN(C(=O)c3cc4cc5ccc(C)cc5nc4s3)CC2)c1`?
SNCA viab count: 5.1%; SNCA expr inh: 16.6%; IP6K1 inh: 11.6

What do the screens show for `Cc1cccc(CN2CCCn3nc(C)c(-c4ccccc4-c4ccccc4)c32)n1`?
SNCA viab count: inconclusive; HEK cytotox: inconclusive; Luciferase inh: 7.0%[172 µM]; SNCA expr inh: 4.47µM*; GPT2 inh: inactive; 3T3 cytotox: 12.6µM*; IP6K1 inh: 2.6

3 entries already listed, sorted by length of the SMILES, descending:
Results for COc1cc(-c2noc(-c3ccc(N4CCCC4)c([N+](=O)[O-])c3)n2)cc(OC)c1OC ?
SNCA viab count: 0.1%; SNCA expr inh: 19.0%; IP6K1 inh: 0.8

What do the screens show for `Cc1ccc(C)c(N2CCN(C(=O)c3cc4cc5ccc(C)cc5nc4s3)CC2)c1`?
SNCA viab count: 5.1%; SNCA expr inh: 16.6%; IP6K1 inh: 11.6

What do the screens show for `COc1ccccc1NC(=O)N1CCCC(Cn2c(C3CC3)nc3cccnc32)C1` (centres undefined)?
SNCA viab count: 10.2%; HEK cytotox: 2.6%; Luciferase inh: -7.0%; SNCA expr inh: 48.6%[activator]; GPT2 inh: -7.3%; 3T3 cytotox: -2.1%; IP6K1 inh: 9.3

The listing continues:
What do the screens show for `CC(=O)Nc1nnc(SCc2cc(=O)c3cccc(Cl)c3[nH]2)s1`?
SNCA viab count: 23.0%; SNCA expr inh: -7.4%; IP6K1 inh: -0.7

What do the screens show for `CC(=O)N1CCc2c(sc3c2c(=O)n(-c2ccccc2)c(=O)n3CC(=O)Nc2cc(C)cc(C)c2)C1`?
SNCA viab count: -5.5%; SNCA expr inh: 4.7%; IP6K1 inh: -22.4

Results for CC(=O)N1c2ccccc2CC1c1nc(C(C)C)no1 (centres undefined) ?
SNCA viab count: 7.0%; HEK cytotox: -22.2%; Luciferase inh: inconclusive; SNCA expr inh: 110.5%[activator]; GPT2 inh: -13.8%; 3T3 cytotox: -12.2%; IP6K1 inh: 43.7

Results for O=C(O)c1ccc(-c2cccnc2)cc1 ?
SNCA viab count: 2.4%[87.6 µM]; HEK cytotox: inactive; SNCA expr inh: -4.0%[87.6 µM]; GPT2 inh: -24.0%[88.5 µM]; 3T3 cytotox: inactive; IP6K1 inh: -13.3

Results for O=C(Nc1ccccc1)Nc1ccc([C@@H](O)[C@H]2COCC(=O)N2Cc2ccc(F)cc2)cc1 ?
SNCA viab count: -21.7%; HEK cytotox: 79.4µM*; Luciferase inh: inconclusive; SNCA expr inh: 33.0%[activator]; GPT2 inh: 2.2%; 3T3 cytotox: inconclusive; IP6K1 inh: -3.1

What do the screens show for `O=C(Nc1cccc(Cl)c1)c1c(NC(=O)C(F)(F)F)sc2c1CCCC2`?
SNCA viab count: -29.9%; SNCA expr inh: -9.0%; IP6K1 inh: 22.7

Results for COc1ccc(CNC(=O)CC[C@H]2CNC(=O)[C@@H]3[C@@H](CCN3Cc3nc4ccccc4n3C)N2C)cc1 ?
SNCA viab count: -1.8%; HEK cytotox: inconclusive; Luciferase inh: -3.1%; SNCA expr inh: 5.2%; GPT2 inh: 1.2%; 3T3 cytotox: inconclusive; IP6K1 inh: -11.1

What do the screens show for `COCCNC(=O)C1COC2(CCN(C(=O)c3ccc(F)cc3)CC2)N1C(=O)c1ccc(F)cc1` (centres undefined)?
SNCA viab count: -5.6%; HEK cytotox: 0.3%; Luciferase inh: 4.2%; SNCA expr inh: 7.3%; GPT2 inh: -9.3%; 3T3 cytotox: inactive; IP6K1 inh: 11.8

What do the screens show for `Cc1ccc(C2Cn3nnc(-c4noc(-c5sccc5C)n4)c3CO2)cc1` (centres undefined)?
SNCA viab count: -1.9%; HEK cytotox: -26.0%; Luciferase inh: -0.5%; SNCA expr inh: 11.6%; GPT2 inh: inconclusive; 3T3 cytotox: -10.2%; IP6K1 inh: -8.4

How did Cc1ccc(CCNC(=O)c2c[nH]c3ccc(S(=O)(=O)Nc4cccc(C(F)(F)F)c4)cc3c2=O)cc1 do in these assays?
SNCA viab count: 3.3%; SNCA expr inh: inconclusive; IP6K1 inh: 12.5

Results for Cn1nc(C(=O)N2CCCN(c3cc(-c4ccc(Cl)cc4)[nH]n3)CC2)c2ccccc21 ?
SNCA viab count: -23.7%; HEK cytotox: 39.8µM*; Luciferase inh: -1.5%; SNCA expr inh: -10.3%; GPT2 inh: inconclusive; 3T3 cytotox: inconclusive; IP6K1 inh: -1.2

How did COCCNC(=O)C[C@@H]1O[C@H](CNS(=O)(=O)c2ccc(C)cc2)[C@@H](O)[C@H]1O do in these assays?
SNCA viab count: 5.0%[87.6 µM]; HEK cytotox: 0.1%[172 µM]; Luciferase inh: 4.7%[172 µM]; SNCA expr inh: 2.3%[87.6 µM]; GPT2 inh: -3.9%[88.5 µM]; 3T3 cytotox: -4.4%[174 µM]; IP6K1 inh: 9.1

What do the screens show for `CC[C@H]1CN(S(=O)(=O)c2ccc(OC)cc2)CC[C@H]1CC(=O)NCc1cccc2ccccc12`?
SNCA viab count: -0.2%; HEK cytotox: -3.9%; Luciferase inh: 3.9%; SNCA expr inh: -8.6%; GPT2 inh: inactive; 3T3 cytotox: -8.1%; IP6K1 inh: 18.9

What do the screens show for `Nc1cc(=O)nc(SCC(=O)Nc2ccc(F)cc2)n1CCc1ccccc1`?
SNCA viab count: 10.9%; SNCA expr inh: 7.6%; IP6K1 inh: 15.4
